Statin myotox sup = suppression of simvastatin myotoxicity | hit rate 0.78% among 330,000 | C2C12 myotubes + simvastatin, ATP luminescence, 48 h; scaled: DMSO 0, geranylgeraniol control 100 | rescue of ATP level, % at 7.49 µM;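 active = mean ATP rescue above about 67%, or every replicate alone reaching that limit, limit read from the data, passing the limit was not always enough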;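 also: myotubes were challenged with 10 µM simvastatin during compound exposure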
Xi reactivation = reactivates the inactive X chromosome in mouse fibroblasts. activation, % at 7.58 µM. hit rate 0.055% among 360,000. XiGFP mouse fibroblasts, % GFP-positive cells imaging, 3 d; cells co-treated with 5-aza-dC sensitizer; scaled so ellipticine positive control = 100%;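 active = mean normalized replicate activation at least 10% and every replicate at or above 10%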;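 also: 0% = median of on-plate neutral control wells and 100% = ellipticine 6 µM median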
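System: SV40-immortalized XiGFP fibroblast cells, line 68-5-11 / Incubation: 3-day compound exposure, then 15 min fixation at room temperature / Compound: single concentration per compound, delivered by pin transfer / Buffer or medium: DMEM plus 5-aza-dC sensitizer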
ERAP1 inh = ERAP1 (human) enzyme inhibition; Q9NZ08; inhibition, % at 10.7 µM; recombinant ERAP1, Leu-AMC fluorescence, 60 min; hit rate 0.15% among 340,000;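 active = mean replicate inhibition of at least 30%, or all replicates individually reaching that 30% level; inactive = mean below 30% and not every replicate reaching it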;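 also: 0% = neutral control wells and 100% = L-leucinethiol positive control wells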
LGR2 inh = inhibitors of bursicon-induced Drosophila LGR2 receptor cAMP signaling; HEK293 LGR2, CRE-luciferase, bursicon-stimulated, 4 h; inhibition, % at 9.99 µM; hit rate 0.35% among 380,000;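 active = drop in luminescence signal, shown as inhibition above about 50% in the replicate tests, limit read from the data, passing the limit was not always enough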;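 also: agonist challenge used bursicon conditioned medium at about half maximal strength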
Cneo AK release = causes C. neoformans cell lysis. adenylate kinase release luminescence, 4 h; normalised: neutral wells 0, clomiphene wells 100. lysis activity, % at 15 µM. hit rate 0.2% among 360,000. AID 651654;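 active = mean lysis activity across replicates of at least 80%, whatever share of replicates individually reach that level; inactive = mean lysis activity below 80%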
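Schedule: static 4 h at 37 °C with compound, 1 h detection; system: C. neoformans cells; benchmarks: Clomiphene as positive control; buffer or medium: fresh YPD medium; measure: luminescence rise reflecting yeast cell lysis; measured by: luminescent adenylate kinase detection reagent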
PGC1a acetyl inh = PGC1a acetylation modulation, inhibitor mode; U2OS PGC1a acetylation, AlphaScreen anti-acetyl-lysine; with virally co-expressed GCN5 acetyltransferase; inhibition, % at 15.6 µM; hit rate 0.17% among 350,000;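 active = every replicate shows inhibition of at least 40%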;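 also: 0% = neutral control wells and 100% = positive control wells; some results beyond the cut were filed as inactive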
S100A4 inh HTS = inhibitors of human S100A4 binding to myosin IIA peptide. AID 652163. inhibition, % at 10.7 µM. P26447. hit rate 0.14% among 360,000. S100A4/TAMRA-MyoIIA peptide fluorescence polarization;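 active = mean inhibition of at least 70% across replicates, with every replicate also reaching that level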
Target sequence (P26447 whole entry, looked up): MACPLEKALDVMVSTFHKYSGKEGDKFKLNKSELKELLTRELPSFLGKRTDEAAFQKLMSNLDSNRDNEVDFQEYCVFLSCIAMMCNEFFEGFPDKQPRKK
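Test system – S100A4 monomer (human) · Compound – single-point compound testing · Schedule – 5 min incubation before reading · Probe or stimulus – TAMRA-labelled myosin IIA heavy-chain peptide probe, 5 nM · Benchmarks – neutral control DMSO, positive control TFP · Medium – Calcium-containing HEPES buffer, pH 7.2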
SIRT5 block = sirtuin-5 (human) deacylase inhibition | Q9NXA8 | Purified SirT5, succinyl-peptide AMC, trypsin-coupled fluorescence | inhibition, % at 15 µM | hit rate 1.1% among 330,000 | AID 652115; in the data active = inhibition above about 15%
Target sequence (Q9NXA8 whole entry, looked up): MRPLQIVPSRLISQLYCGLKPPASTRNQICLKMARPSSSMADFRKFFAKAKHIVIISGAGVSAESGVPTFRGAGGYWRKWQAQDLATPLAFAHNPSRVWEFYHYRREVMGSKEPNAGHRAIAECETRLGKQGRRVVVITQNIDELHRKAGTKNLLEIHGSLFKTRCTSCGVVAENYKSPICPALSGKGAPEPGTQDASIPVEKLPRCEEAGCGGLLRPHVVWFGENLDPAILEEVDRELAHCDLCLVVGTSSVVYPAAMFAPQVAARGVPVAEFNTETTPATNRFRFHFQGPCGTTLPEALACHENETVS
Starred values were filed as active, the others as inactive; x = not tested or not shown. This is a subset; rates above refer to the full screens.

SMILES	Statin myotox sup	Xi reactivation	ERAP1 inh	LGR2 inh	Cneo AK release	PGC1a acetyl inh	S100A4 inh HTS	SIRT5 block
CCN(CC(=O)NCc1cccs1)C(=O)/C=C/c1cccc(Br)c1	27	0.0	-1	9	0	-4	-4	0
Cc1oc(-c2cccc(F)c2)nc1CN1CCCCC1CCc1ccccn1 (stereo not drawn)	x	-0.2	0	16	x	x	-1	-2
COCCCN(C(=S)NC(=O)C12CC3CC(CC(C3)C1)C2)c1c(N)n(Cc2ccccc2)c(=O)[nH]c1=O	x	-0.1	-2	10	x	-20	-1	-4
COc1ccc2sc(N3C(=O)CC(Cc4cccc(C)c4)C3=O)nc2c1 (stereo not drawn)	9	x	-4	-6	-2	1	-2	1
COc1cc(OC)cc(-c2c(Sc3ccccc3)c3cc(-c4ccc5c(c4)OCCO5)ccc3n2C)c1	x	0.0	1	27	x	x	2	-5
Cc1ccc(NC(=O)C2CCN(S(=O)(=O)c3ccc4c(c3)OCCO4)CC2)nc1	9	0.0	-3	3	x	0	-5	2
Cc1ccc(CNC(=O)Cc2ccc(Br)cc2)cc1	-37	-0.1	1	-16	3	-2	-1	-7
Cc1ccc(C)c(NC(=O)Cc2coc3cc4c(cc23)CCC4)c1	x	0.3	x	-5	1	-3	x	x
O=C(CN1C(=O)NC(c2ccccc2)(c2ccccc2)C1=O)NCc1ccccc1	-2	0.0	2	8	1	2	3	0
Cc1ccc2[nH]c3c(=O)n(CC(=O)Nc4ccccc4N4CCN(C)CC4)ncc3c2c1	-8	0.0	1	-4	0	-8	3	-4
COCCNC(=O)c1cccc2c(-c3cnn(C)c3)coc12	22	-0.2	6	14	-2	-3	-5	1
CCC(=O)O/N=C(\N)c1ccc(Oc2cc(C)c(Cl)c(C)c2)c([N+](=O)[O-])c1	-3	0.1	0	x	x	-7	-3	-1
C[C@H](CO)N1C[C@H](C)[C@H](CN(C)Cc2ccc(C(=O)O)cc2)Oc2ccc(NC(=O)CCN3CCOCC3)cc2CC1=O	8	0.3	x	24	57	-2	x	x
O=C(CSc1ncccc1C(=O)O)NC1CCCCC1	34	0.0	1	8	-1	x	0	4
Cc1ccc(S(=O)(=O)NC2=NCN(CC(=O)O)CN2)cc1	x	-0.1	3	21	0	-7	2	-1
FC(F)(F)COc1cc(-c2nnc(SCc3ccccc3)n2Cc2ccco2)cc(OCC(F)(F)F)n1	x	0.0	3	7	x	x	4	0
COc1cc(NC(=O)C23CC4CC(C2)CC(n2cnc([N+](=O)[O-])n2)(C4)C3)cc(OC)c1	8	-0.1	x	6	2	2	x	x
Cc1ccc2nc(-c3ccc(Cl)cc3)c(CC3CCCCC3)n2c1	-9	0.0	0	-46	0	-6	-7	8
CCN(Cc1cc(=O)n2cc(Cl)c(C)c(Cl)c2n1)Cc1nc2ccccc2c(=O)[nH]1	x	0.0	2	-19	x	-4	-4	4
O=C(C[C@H]1CC[C@H]2[C@@H](COC[C@H](O)CN2Cc2ccc(Cl)cc2)O1)NCc1ccccc1Cl	4	0.2	-2	26	47	-3	27	-2
O=c1[nH][nH]c2c1[C@H](C1CCCC1)O[C@H](CCc1ccccc1)C2	x	0.1	-4	5	x	x	2	0
O=C(Nc1ccc(Cl)cc1)N(CCCN1CCOCC1)Cc1cccs1	-19	0.0	2	-21	0	1	-1	-3
CC(C)NC(=O)c1sc2c(c1C(=O)Nc1cccnc1)CCCC2	-7	0.0	8	-2	x	x	2	-4
CN(Cc1cccs1)C(=O)c1ccc(S(=O)(=O)N2CCCCC2)cc1	x	0.0	1	-17	-1	1	2	0
C[C@@H]1CN([C@H](C)CO)C(=O)c2cc(-c3cccc(C#N)c3)cnc2O[C@@H]1CN(C)Cc1ccncc1	4	-1.2	1	0	0	1	11	-3
Cc1ccc(C(=O)CNc2cccc([N+](=O)[O-])c2)cc1	6	0.0	1	-44	1	-6	0	0
CC(=O)c1ccc(N2CCN(C(=O)CCCn3c(=O)[nH]c4ccccc4c3=O)CC2)cc1	x	0.2	1	-2	x	-11	-3	-1
O=[N+]([O-])c1ccc2c(c1)[nH]c(=S)n2-c1ccccc1	x	0.0	1	-11	x	x	1	1
O=C(COC(=O)c1ccc(C(F)(F)F)cc1)NC(=O)NC1CCCC1	3	1.2	2	3	-1	4	-2	0
CCOc1ccc2c(C)nc(NC3=NC(C)(C)C=C(C)N3)nc2c1	6	x	-7	x	0	-5	-4	-4
CC(C)C#Cc1cnc2c(c1)C(=O)N([C@@H](C)CO)C[C@H](C)[C@H](CN(C)C(=O)Nc1cc(F)ccc1F)O2	17	-1.0	2	-13	-13	15	1	0
CCS(=O)(=O)N1CCCC(c2nc(-c3cccc(OC)c3)no2)C1 (stereo not drawn)	13	x	0	-45	x	-8	6	3
CCCNC(=O)Nc1ccc2c(c1)C(=O)N(C)[C@@H]1CC[C@H](CC(=O)NCc3ccccc3)O[C@H]1CO2	-23	0.2	0	15	1	-5	7	-6
Cc1ccc(S(=O)(=O)N2CCC3(CC2)OCCO3)cc1	-4	0.8	-4	4	-1	x	-4	-2
COc1ccccc1C1CC(=O)Oc2cc(C)cc(C)c21 (stereo not drawn)	-1	0.0	x	-1	3	-11	-21	-4
C[C@H](CO)N1C[C@H](C)[C@H](CN(C)C)OCCCC[C@H](C)Oc2ccc(NS(=O)(=O)c3cccs3)cc2C1=O	x	0.2	-9	-5	1	-3	0	1
Cc1ccc(NC2=C/C(=N/S(=O)(=O)c3cccs3)c3ccccc3C2=O)cc1	x	-0.1	0	x	x	x	-1	0
COc1ccc(NC(=O)Nc2cccc3c2O[C@@H](CN(C)Cc2ccc(Oc4ccccc4)cc2)[C@H](C)CN([C@H](C)CO)C3=O)cc1	13	-1.0	-1	11	48	-5	-2	11
Cc1cn([C@H]2C[C@H](O)[C@@H](CNC(=O)[C@H](N)Cc3cscn3)O2)c(=O)[nH]c1=O	-2	0.1	-3	-5	0	x	-4	-9
COc1ccc(CN2CCN(CCc3ccccc3)C(CCO)C2)c(Cl)c1OC (stereo not drawn)	25	-0.1	-1	5	1	-13	1	-5
O=C(c1cccnc1)N1CC2(C1)[C@H](c1ccccc1)[C@@H](CO)N2CC1CC1	x	5.6	3	5	x	6	-12	-1
CCn1ccnc1CN1CCCC(CO)(Cc2cccc(OC)c2)C1 (stereo not drawn)	-1	0.0	2	21	-8	-3	-2	-3
COc1cc(-c2nc(C)c(C(C)=O)n2O)ccc1OCC(=O)Nc1ccc(Cl)cc1	x	0.1	2	12	x	x	1	0
CN(C)C(=O)C[C@H]1CC[C@H]2[C@@H](COC[C@H](O)CN2Cc2ccc(C(F)(F)F)cc2)O1	-4	0.2	-1	19	-1	-4	-1	-1
O=C(CCNC(=O)c1ccc([N+](=O)[O-])cc1)Nc1nccs1	0	0.0	x	6	x	9	3	-3
COc1ccc(CNC(=O)c2cccc3c(-c4cccnc4)coc23)cc1OC	-34	0.1	2	-3	-2	1	-4	-6
COCC(=O)N(C)C[C@H]1Oc2cc(C#C[C@@H](C)O)ccc2S(=O)(=O)N([C@@H](C)CO)C[C@@H]1C	-5	-1.3	-3	-6	-1	5	0	-2
COCCn1c(N)c(N(Cc2ccccc2)C(=O)Cc2c(Cl)cccc2Cl)c(=O)[nH]c1=O	x	0.0	3	-1	x	1	4	x
C/C(=N\N=C1\NC(=O)C(CC(=O)Nc2ccccc2F)S1)C1CCCCC1 (stereo not drawn)	1	0.0	-4	7	3	-6	7	4
COc1ccc(C#Cc2ccc([C@H]3[C@@H](CO)N4CCCCN(C(=O)Nc5ccccc5)C[C@H]34)cc2)cc1	x	0.7	3	3	0	-78	5	0
C[C@H]1CN([C@@H](C)CO)C(=O)c2cc(NC(=O)Nc3cccc4ccccc34)ccc2O[C@@H]1CN(C)Cc1ccc(Cl)c(Cl)c1	x	-0.5	0	32	0	-11	2	4
COc1ccc(C(=O)NCCNc2ccc([N+](=O)[O-])cn2)cc1	-1	0.1	-1	-7	-1	-4	0	-3
COc1ccc(C#Cc2cnc3c(c2)C(=O)N([C@H](C)CO)C[C@@H](C)[C@@H](CN(C)CC2CCOCC2)O3)cc1	4	-0.3	0	14	3	0	9	0
CC(C)(O)C#Cc1ccc([C@@H]2[C@H](CO)N3CCCCN(C(=O)c4ccc(F)cc4)C[C@@H]23)cc1	-5	0.1	3	-4	-4	1	-1	2
Cc1cc(C)c(/C=C(\C#N)C(N)=S)c(C)c1	x	0.1	2	7	x	x	0	-3
C/C=C/c1ccccc1[C@H]1[C@@H](CO)N(C(=O)Nc2cccc(F)c2)[C@H]1C#N	x	0.0	1	2	x	-26	4	5
OC(c1ccc(F)c(F)c1)c1ncc(-c2cccc(F)c2)[nH]1 (stereo not drawn)	4	0.1	-3	-14	-1	x	-4	1
CC(=O)CSc1ncnc2sc3c(c12)CCCC3	-2	0.0	3	-14	x	-7	-6	-1
C[C@H]1CN([C@@H](C)CO)C(=O)CCCn2cc(nn2)CO[C@@H]1CN(C)C	6	0.5	0	5	5	-5	-3	-1
